From PubChem BioAssay
GAA850 FXN act = FXN promoter activators, primary screen, cell-based, luciferase luminescence, HEK293 lucGAA850 | HEK293 lucGAA850 FXN promoter luciferase reporter, 24 h; percent of 10 µM SAHA response | activation, % at 6 µM | actives 0.56% (n = 360,000) | AID 540364, 2011;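 active means activation above the average of all compounds screened plus 3 SD, cutoff fixed separately per campaign, cut at about 7.5% in these data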;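 further: 0% = DMSO wells and 100% = 10 µM SAHA wells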
DAX1 inh-1 = DAX1 (NR0B1) inhibitors on StAR promoter, primary screen, cell-based, luminescence, SF-1 (NR5A1), full-length DAX-1 | HEK293T StAR-luciferase reporter, SF-1/DAX-1 repression relief | AID 652010, 2013 | inhibition, % at 6.8 µM | actives 1.1% (n = 370,000);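 active means inhibition above the mean over all tested compounds plus 3 SD, cut at about 3.6% in these data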;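 further: 0% = DAX-1 cells with DMSO and 100% = cells lacking DAX-1 with DMSO; higher inhibition means more luminescence from relief of DAX-1 repression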
PLC-beta3 inh = human PLC-beta3 inhibitors, primary screen, biochemical, fluorescence | inhibition, % at 12.2 µM | Purified PLC-beta3, fluorogenic substrate | AID 720704, 2013 | 1-phosphatidylinositol 4,5-bisphosphate phosphodiesterase beta-3 (Homo sapiens), Q01970 | actives 0.18% (n = 370,000); in the data active means inhibition above about 11%;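 further: 0% = median of compound wells on plate and 100% = full blocker control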
Target sequence (Q01970 whole entry, looked up): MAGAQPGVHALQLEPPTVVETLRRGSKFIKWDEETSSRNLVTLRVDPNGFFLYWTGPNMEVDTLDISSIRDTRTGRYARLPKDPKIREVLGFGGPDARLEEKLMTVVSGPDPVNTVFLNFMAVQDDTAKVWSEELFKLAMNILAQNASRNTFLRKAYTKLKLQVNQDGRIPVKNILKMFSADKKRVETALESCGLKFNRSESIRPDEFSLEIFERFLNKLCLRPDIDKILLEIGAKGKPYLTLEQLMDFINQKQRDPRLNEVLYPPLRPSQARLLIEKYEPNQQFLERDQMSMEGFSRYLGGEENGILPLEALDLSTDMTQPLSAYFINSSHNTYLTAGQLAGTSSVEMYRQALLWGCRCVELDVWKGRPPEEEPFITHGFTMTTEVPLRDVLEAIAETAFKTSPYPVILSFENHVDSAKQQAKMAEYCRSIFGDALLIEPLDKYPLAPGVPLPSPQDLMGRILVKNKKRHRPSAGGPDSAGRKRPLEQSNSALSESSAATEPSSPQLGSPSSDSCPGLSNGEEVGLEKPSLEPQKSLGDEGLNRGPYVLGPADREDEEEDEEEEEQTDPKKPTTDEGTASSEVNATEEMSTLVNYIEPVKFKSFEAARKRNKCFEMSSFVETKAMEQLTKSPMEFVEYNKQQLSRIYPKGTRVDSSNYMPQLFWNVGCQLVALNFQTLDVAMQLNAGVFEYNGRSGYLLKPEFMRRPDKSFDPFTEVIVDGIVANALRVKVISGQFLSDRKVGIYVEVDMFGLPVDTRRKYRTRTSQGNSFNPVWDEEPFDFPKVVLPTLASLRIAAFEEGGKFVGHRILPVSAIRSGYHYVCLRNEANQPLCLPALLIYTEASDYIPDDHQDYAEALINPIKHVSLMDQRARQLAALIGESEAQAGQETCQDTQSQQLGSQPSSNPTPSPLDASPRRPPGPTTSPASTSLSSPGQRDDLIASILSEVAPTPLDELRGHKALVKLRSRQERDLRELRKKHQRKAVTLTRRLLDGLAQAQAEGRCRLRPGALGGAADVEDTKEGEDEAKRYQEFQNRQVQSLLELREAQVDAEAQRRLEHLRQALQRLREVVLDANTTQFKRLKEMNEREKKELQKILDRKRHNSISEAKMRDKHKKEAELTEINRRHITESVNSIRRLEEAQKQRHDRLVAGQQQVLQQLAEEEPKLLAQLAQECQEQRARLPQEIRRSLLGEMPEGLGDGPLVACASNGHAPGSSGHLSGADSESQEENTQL
SMARCA2 act = SMARCA2 (BRM) function activators, primary screen, cell-based, luminescence, high throughput; actives 1% (n = 370,000); activation, % at 9.1 µM; MG213 cells, MMTV-luciferase reporter, dexamethasone, overnight; in the data active means activation above about 7.8%;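 further: 0% = vehicle wells and 100% = reference activator wells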
DAX1 inh-2 = DAX1 (NR0B1) inhibitors, primary screen, cell-based, HEK293, Gal4-DAX1, luciferase luminescence; Nuclear receptor subfamily 0 group B member 1 (Homo sapiens), P51843; HEK293 Gal4-DAX1 luciferase reporter; inhibition, % at 6.75 µM; actives 0.99% (n = 340,000); AID 504766, 2011;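 active means inhibition above the mean over all tested compounds plus 3 SD, cut at about 4.2% in these data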;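 further: 0% = DAX1-transfected cells with DMSO and 100% = empty-vector control cells with DMSO; inhibition shows as a rise in luminescence from relieved DAX1 repression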
hcDAF12 agonist = H. contortus DAF-12 nuclear receptor activators, primary screen, cell-based, luminescence, HEK293, lit1-tk-luc reporter; HEK293 hcDAF-12 lit1-tk-luc reporter; 0% DMSO, 100% Δ7-dafachronic acid; activation, % at 6.8 µM; actives 1.4% (n = 370,000); AID 652067, 2013;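 active means activation above the mean of all tested compounds plus 3 SD, cut at about 5.5% in these data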;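 further: 100% = response to 3 µM Δ7-dafachronic acid high control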
hgDAF12 agonist = H. glycines DAF-12 receptor agonists, primary screen, cell-based, luminescence, HEK293, GAL4 fusion, UAS-luciferase | Nuclear hormone receptor DAF-12 (Heterodera glycines), GAL4 fusion | HEK293 GAL4-hgDAF12 UAS-luciferase reporter, agonist luminescence; normalized to butyrate control | activation, % at 6.8 µM | actives 1.8% (n = 370,000) | AID 687014, 2013;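 active means activation above a cutoff set at the mean of all screened compounds plus 3 SD, cut at about 10% in these data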;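 further: 0% = DMSO wells and 100% = sodium butyrate wells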
sPLA2-III inh = human group III sPLA2 inhibitors, primary screen, biochemical, QFRET, BODIPY PC-A2 liposome substrate. QFRET BODIPY PC-A2 liposome hydrolysis, fluorescence. actives 0.56% (n = 370,000). AID 743126, 2013. inhibition, % at 12.2 µM;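 active means inhibition above mean plus 3 SD of compounds lying within the high and low control bounds, cut at about 19% in these data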;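 further: 0% = median of test compound wells and 100% = no enzyme DMSO wells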
PG9 Ab binder = binders of HIV-1 gp120 antibody PG9, primary screen, biochemical, TR-FRET. actives 0.43% (n = 360,000). AID 624416, 2012. HIV-1 gp120 / PG9 antibody interaction. inhibition, % at 6.7 µM. TR-FRET gp120-PG9 antibody binding; in the data active means inhibition above about 8.5%
ssDAF12 agonist = S. stercoralis DAF-12 nuclear receptor activators, primary screen, cell-based, luminescence, HEK293, GRIP1 co-expression, lit1-tk-luc; AID 652126, 2013; HEK293 ssDAF-12/GRIP1 lit1-tk-luc reporter; % of 3 µM dafachronic acid response; actives 1% (n = 370,000); activation, % at 6.8 µM; Nuclear hormone receptor DAF-12 (Strongyloides stercoralis);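 active means activation above the mean over all tested compounds plus 3 SD, cut at about 0.9% in these data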;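 further: 0% = DMSO-only wells and 100% = 3 µM delta7-dafachronic acid wells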
NR1D1 modulator = modulators of Rev-erb alpha DNA binding, primary screen, biochemical, FITC-DNA, fluorescence polarization, uHTS. AID 1259318, 2017. activity, % at 10 µM. Nuclear receptor subfamily 1 group D member 1 (Homo sapiens), P20393. actives 0.79% (n = 370,000). Rev-erbα–FITC-DNA binding, 90 min;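 active means activity above about 14%, limit read from the data; passing the limit was not always enough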;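 further: 0% = DMSO wells with 35 nM protein and 100% = DMSO wells with 750 nM protein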
Active calls of the source: *; / = not tested or not shown. Compounds were not picked by outcome; 7% or so of the library scored in one or more.

SMILES	GAA850 FXN act	DAX1 inh-1	PLC-beta3 inh	SMARCA2 act	DAX1 inh-2	hcDAF12 agonist	hgDAF12 agonist	sPLA2-III inh	PG9 Ab binder	ssDAF12 agonist	NR1D1 modulator
CC(C)=NNC(=O)c1c(O)c2ccccc2[nH]c1=O	2.6	0.5	-7.2	-1.4	3.0	0.8	-0.3	6.0	-1.7	-2.1	2.1
Cc1c(C(=O)N2CCc3ccccc32)cnn1C	0.6	0.3	3.5	-1.6	-1.1	5.1	3.1	5.0	0.7	-1.2	5.9
CN(c1ccc(C(=O)Nc2ccc3c(c2)OCCO3)cc1)S(C)(=O)=O	9.2*	2.1	6.1	-3.3	0.8	4.2	6.0	-5.2	-0.5	-0.8	-4.7
CC[C@@]1(O)C(=O)OCc2c1cc1n(c2=O)Cc2cc3c(N)cccc3nc2-1	-12.3	-2.5	-145.8	-7.0	-3.8	-1.7	-9.4	3.7	-13.4	-2.0	-17.6
O=[N+]([O-])c1cccc(-c2nnc3ccc4ccccc4n23)c1	2.4	-0.6	2.0	0.7	-0.6	0.2	0.8	0.2	-0.1	0.2	-7.7
CC1(C)NC(=O)N(CC(=O)N2CCCC(C(F)(F)F)C2)C1=O (configuration not stated)	1.7	0.9	-2.2	0.7	0.6	-1.2	-0.2	4.4	-1.9	-1.1	-7.0
Cc1ccc(N(C(C)C(=O)N2CCC(C)CC2)S(C)(=O)=O)cc1C (configuration not stated)	0.3	-0.5	5.6	-0.6	-0.2	0.5	0.5	1.9	-0.1	-2.0	1.2
O=C(NNS(=O)(=O)c1ccccc1Cl)c1nn(-c2ccc(F)cc2)ccc1=O	2.0	0.0	-2.0	0.1	0.1	0.9	-1.1	0.8	0.5	-1.1	4.1
C[C@H](CO)N1C[C@H](C)[C@@H](CN(C)Cc2ccc(Cl)c(Cl)c2)OCc2cnnn2CCCC1=O	0.4	-0.7	-1.5	-5.0	3.9	-1.1	-0.1	-11.0	0.5	-1.1	-2.5
C#CCOCCOCCOCCNc1nc(N2CCN(C(=O)CCCCCCCCCCNC(=O)[C@@H](CCSC)n3cc(CCO)nn3)CC2)nc(N2CCN(C(=O)CCCCCCCCCCNC(=O)[C@H](CCSC)n3cc(CCO)nn3)CC2)n1	-2.5	-0.9	1.0	-0.2	-0.1	-1.0	-4.2	-70.8	-0.9	-1.8	3.6
Cc1csc(NC(=O)c2cccc(C)c2C)n1	1.2	0.1	3.2	5.9	0.8	1.3	6.0	-6.5	-1.1	-0.3	-0.3
CSc1ccccc1OCc1cc(C(=O)N(C)Cc2ccc(C)o2)no1	2.6	1.7	-3.2	0.7	0.7	2.2	5.7	-21.1	1.8	-1.2	-2.7
O=C(C1CCN(S(=O)(=O)c2cccc3cccnc23)CC1)N1CCc2ccccc21	3.3	0.1	-0.7	-3.8	-1.0	-1.6	-3.5	-0.6	-1.4	-0.9	-5.6
O=C(CCNS(=O)(=O)c1ccc2c(c1)CCC(=O)N2)NCc1ccc2c(c1)OCO2	-0.8	0.9	-2.5	-0.2	0.6	3.7	3.6	1.7	-2.1	-0.3	4.2
Nc1nc(Cl)nc2ncn(Cc3ccccc3)c12	0.0	1.1	-22.5	7.5	-1.6	0.9	11.2*	0.8	-0.5	0.2	-0.9
CC(C)(C)C(=O)NC(=S)Nc1ccc(F)cc1	3.6	0.0	1.5	1.3	0.8	1.6	2.4	22.8*	1.7	-0.5	-0.1
CCCc1ccc(-c2cc(C(=O)NC3=NCCS3)c3ccccc3n2)cc1	4.9	0.6	-1.1	5.0	1.3	2.3	7.5	6.4	-0.9	-0.9	6.6
NC(=O)CCn1ccc2ccccc21	0.7	-1.0	3.9	4.8	1.6	1.1	1.4	2.0	-0.6	-1.6	-0.1
COCCn1c(SCC(=O)NC2CCCC2)nc2cccnc21	0.0	-0.1	1.4	0.1	-1.2	5.5	2.1	-4.2	-1.4	-1.2	-0.4
Cc1cc(SCC(=O)c2ccc(O)c(O)c2)nc2ccccc12	0.9	-0.7	-9.3	-6.0	0.0	-1.2	0.1	4.9	-3.0	-1.1	-5.2
CCN(C(=O)CSc1cc(C)c2ccccc2n1)C1CCS(=O)(=O)C1 (configuration not stated)	-0.2	0.3	2.5	1.1	-0.7	0.3	3.8	0.8	-0.1	-1.2	-2.3
Cc1cc(C)c(NC(=O)COC(=O)CSc2ccc(Br)cc2C)c(C)c1	0.8	0.5	7.2	-2.7	0.0	-1.5	2.3	5.3	-0.6	-1.1	4.0
O=C(O)C1CCCCC1C(=O)NCCCc1ccccc1 (configuration not stated)	-0.5	-0.3	0.6	-2.0	2.5	-1.4	-0.4	3.4	1.4	-0.6	-2.6
CC(C)[C@H](NS(=O)(=O)c1ccccc1F)C(=O)OCC(=O)Nc1cccc(S(N)(=O)=O)c1	-2.0	0.4	3.3	-1.1	1.5	1.3	0.4	-7.5	2.0	-0.9	1.6
CCN1C(=O)c2ccccc2S(=O)(=O)c2ccc(C(=O)NC(C)C)cc21	0.7	0.3	-1.1	4.9	-0.6	0.0	2.5	-0.4	-2.3	-0.9	2.4
SMILES	GAA850 FXN act	DAX1 inh-1	PLC-beta3 inh	SMARCA2 act	DAX1 inh-2	hcDAF12 agonist	hgDAF12 agonist	sPLA2-III inh	PG9 Ab binder	ssDAF12 agonist	NR1D1 modulator
Cc1cc(N2C(=O)C(O)=C(C(=O)c3cc4ccccc4o3)C2c2ccc(OC(C)C)cc2)no1 (configuration not stated)	2.1	0.7	-32.1	-0.7	0.4	2.5	1.3	-12.0	6.6	-0.6	0.1
CN1C(=O)N(C)N(Cc2ccccc2)C(=O)N1Cc1ccccc1	/	1.0	-3.0	-2.7	/	-0.9	-1.9	11.3	-0.7	-1.4	4.7
Cc1nc(Nc2ccc(Cl)c(Cl)c2)sc1C(=O)Nc1ccccc1	-0.4	-0.4	-34.7	-1.1	-1.1	0.2	-3.8	-13.9	0.7	-1.6	4.7
Cc1cccc(N(Cc2ccccc2)C(=O)Cc2ccc(S(=O)(=O)N3CCOCC3)s2)c1	2.8	-1.6	-4.3	-1.6	-0.6	-1.6	-2.4	-26.9	1.8	-1.2	-0.1
N#CC1(NC(=O)COC(=O)c2ccccc2SCC(=O)N2CCCC2)CCCCC1	-0.4	1.3	-6.8	1.6	0.5	-1.3	-0.4	-2.2	-1.7	-1.0	2.3
Cc1cc2c(cc1S(=O)(=O)CCC(=O)NC1CCCCC1C)OCC(=O)N2 (configuration not stated)	1.6	-0.1	1.2	-0.4	0.2	-1.3	4.2	4.2	0.7	-0.9	-0.3
CCn1c(SCC(=O)NC2(C#N)CCCCC2)nc2ccccc2c1=O	0.0	-0.7	-0.7	-0.7	-0.7	-1.1	-0.4	0.4	0.6	-1.2	1.9
COc1cccc(NC(=O)COC(=O)c2c3c(nc4ccccc24)CCC(C)C3)c1 (configuration not stated)	-7.0	-0.6	1.7	-2.0	-3.1	-1.8	2.2	-1.3	-1.1	-1.2	1.9
CCC(=O)Nc1ccc(C(=O)NNC(=O)c2cc([N+](=O)[O-])cc([N+](=O)[O-])c2)cc1	0.6	-1.2	0.2	3.8	0.0	-1.9	0.1	-1.2	-3.1	-1.2	-3.5
CC(=O)c1cccc(NC(=O)c2ccc3c(c2)CCCC3)c1	2.7	8.2*	5.1	4.7	1.8	2.1	12.5*	-3.1	-1.6	-0.6	-2.8
Cc1cccc(Nc2ncnc3nc[nH]c23)c1	3.9	3.0	-1.7	2.5	1.7	0.8	6.6	-4.4	-0.7	-0.3	1.0
CCCN1Cc2cccc(C(=O)N3CCN(c4ccccc4)CC3)c2C1=O	-1.7	-0.1	-0.9	-2.5	-1.8	-1.3	0.1	5.4	-1.0	-0.9	-11.0
O=c1[nH]c(CSc2nnnn2-c2ccc(Cl)cc2)nc2ccccc12	0.1	0.3	-5.6	-1.4	-0.7	0.3	2.9	-8.5	-0.1	-0.4	-1.9
COc1ccc(-n2nnc3c(=O)n(CC(=O)N4CCCc5ccccc54)cnc32)cc1	-0.6	-1.0	-6.6	1.6	-0.5	0.9	-2.0	12.6	0.6	-0.5	-3.1
COc1cc(C2c3cc4c(cc3OC(N3CCCC3)C2C)OCO4)cc(OC)c1O (configuration not stated)	-4.2	0.3	-8.0	-1.6	0.4	0.1	-3.7	2.9	-2.6	-1.5	11.6
COC(=O)C(C)N(C(=O)c1ccc(C(=O)c2ccccc2)cc1)c1c(C)cccc1C (configuration not stated)	-0.5	-0.9	-2.6	-3.9	0.5	-1.2	-2.8	-1.1	-1.9	-1.7	5.6
CC(=O)N(c1c(C)n(C)n(-c2ccccc2)c1=O)C1(C(=O)NC2CCCCC2)CCCCC1	-0.9	-0.7	2.7	-0.8	0.6	-0.9	1.2	0.9	1.2	-1.1	0.6
Cc1ccccc1S(=O)(=O)Cc1ccc(C(=O)NCCCN2CCN(C)CC2)o1	-0.1	-0.5	2.6	-2.4	-0.1	-0.7	-1.9	6.7	2.4	-1.6	1.6
O=C(O)c1ccc2c(c1)S(=O)(=O)c1cc(Cl)ccc1C2=O	3.0	0.4	-11.1	2.3	1.3	0.3	8.7	5.2	-0.9	-0.5	0.8
COCCn1c(NCc2ccco2)nc2c1c(=O)[nH]c(=O)n2C	-1.5	-0.5	-3.3	-4.7	-0.7	-1.5	1.9	8.3	-1.7	-0.7	2.5
CC(C)Oc1cccc(C(=O)Nc2nnc([C@H]3C[C@H](O)[C@@H](CO)O3)s2)c1	-0.4	-0.3	-2.8	0.3	/	1.1	2.6	-3.9	-2.6	-1.0	-7.0
CCOc1cc(S(=O)(=O)NCC2CCCO2)ccc1F (configuration not stated)	-0.9	-0.1	-5.4	-0.3	0.9	-0.3	-1.1	-2.3	-0.1	-0.6	-0.9
C/C(CC(=O)NCc1ccco1)=N\NC(=O)Cc1cccc2ccccc12	-2.7	-0.3	-0.5	-0.1	-1.5	-0.1	-1.9	-11.7	0.5	-1.7	1.9
CCN(CC(=O)NCCc1ccc(S(N)(=O)=O)cc1)Cc1nc2cc(OC)c(OC)cc2c(=O)[nH]1	-2.0	-0.1	-1.5	1.1	-0.7	-1.7	1.6	-0.8	-0.7	-0.5	6.0
COc1ccc(Cl)cc1NC(=O)C1CCN(S(C)(=O)=O)CC1	1.8	-0.1	-7.5	-2.0	-0.2	-3.6	-0.2	1.0	-0.7	-0.7	-0.4
O=C(OCc1c(Cl)cccc1Cl)c1ccncc1	0.2	0.2	-2.2	1.2	0.2	0.7	1.1	-1.7	-3.2	-1.4	4.6
